# Bioassay records: PubChem BioAssay, National Center for Advancing Translational Sciences (NCATS)
# Abeta yeast res – restores growth of yeast expressing A-beta42 peptide. yeast expressing A-beta42, growth rescue, OD600, 48 h; response scale: 0% DMSO, 100% iron-clioquinol control. Potency, µM (highest dose often 46.1 µM), for the others: at the highest dose growth rescue, most hits filed as activators. 0.063% of 410,000 active. AID 1347071; also: potency is read from the fitted curve at half-maximal effect; nearly all actives have a fitted effect of over 55% in size
#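 Yeast A-beta toxicity model in growth medium with pinned compounds, 48 h at 30 C; growth read as absorbance at 600 nm. Normalized to FeCl3/clioquinol equimolar mix (positive) and DMSO (negative).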
# PLK1 PBD block – inhibitors of human PLK1 polo-box domain binding; P53350; Plk1 PBD binding of FITC phosphopeptide, fluorescence polarization; Potency, µM, for the others: max response, negative = inhibition, hits mostly inhibitors; 2.8% of 360,000 active; also: potency is read from the fitted curve at half-maximal effect; series mostly up to about 57 µM; % is scaled to controls: 0 for no effect and ±100 for the full control effect; nearly all actives have a fitted effect of over 65% in size
# FUS yeast rescue – FUS proteinopathy suppression in yeast | S. cerevisiae FUS-expressing, growth rescue, OD600, 24 h | 0.24% of 390,000 active | Potency, µM (doses to about 76.6 µM), for inactives: top-dose growth rescue (activation), hits mostly activators;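 also: potency is read from the fitted curve at half-maximal effect; plate controls were DMSO vehicle for no effect and reference control for full effect; nearly all actives have a fitted effect of over 55% in size; some results filed as inactive show a strong effect at the top dose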
#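 Cultures pregrown in 2.5% raffinose medium are shifted to minimal medium containing 2% galactose to express toxic FUS. Compounds are tested at several concentrations. After 24hr at 30C, growth is quantified at 600 nm absorbance.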
# EPAC1 antagonist – antagonists of human EPAC1; O95398; EPAC1 GEF assay, Rap1b-BODIPY-GDP exchange fluorescence; Potency, µM (top dose mostly 115 µM), without a hit: at the highest dose activity change, negative = inhibition, most hits filed as inhibitors; 0.14% of 360,000 active;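 also: potency is read from the fitted curve at half-maximal effect; plate controls were vehicle for no effect and positive control for full effect; nearly all actives have a fitted effect of over 50% in size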
# IL2 activator – IL-2 activation. IL-2 activation reporter assay, cell-based qHTS; stimulated with anti-CD3/CD4/CD28 beads; in transgenic mouse T cells. activation, % (series mostly up to about 46 µM). 0.065% of 360,000 active. AID 652025; in the data active = activation above about 50%; inconclusive = mostly about 30% to 49%; also: 0% is about no effect
#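 Unstimulated transgenic mouse T cells, 750 per well, received compound and, after 60 minutes, anti-CD3/anti-CD4 bead plus anti-CD28 stimulation. EGFP and DsRed were quantified after 18 hours.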
# EPAC1 ag – agonists of human EPAC1. O95398. EPAC1 agonist qHTS, biochemical assay; response scale: 100% = response to 6.5 mM cAMP. Potency, µM (top dose mostly 154 µM), without a hit: at the highest dose activation, actives largely listed as activators. 0.073% of 360,000 active. AID 720707; also: potency is read from the fitted curve at half-maximal effect; nearly all actives have a fitted effect of over 60% in size
#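 Compounds were pinned as a concentration titration into mixtures of EPAC1 (100 nM), BODIPY-GDP-loaded Rap1B (250 nM) and GDP (50 uM). After 5 min at room temperature, fluorescence was followed for 30 min; activity was scaled to 6.5 mM cAMP.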
# PI5P4K alpha inh – PI5P4K alpha (human) kinase inhibition; P48426; PI5P4Kalpha enzyme, ADP-Glo luminescence, 60 min; hits give low values; max response, %; 1.2% of 330,000 active; AID 652105; active = max response of -50% or lower; inconclusive = between -30% and -50%; inactive = -30% or higher; also: value at the top dose of about 77 µM; % is scaled to controls: 0 for no effect and ±100 for the full control effect
#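 Quantitative HTS of the MLSMR library against PI5P4Kalpha with substrate. ATP added last at 5 microM final; room temperature, 60 minutes. Remaining ATP depleted, ADP converted and read as luminescence.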
# WRN inhibitor – blocks human WRN helicase | Potency, µM (series often up to 114 µM), without a hit: at the highest dose activity change, negative = inhibition, usual class: inhibitors | WRN helicase unwinding, fluorescent forked duplex, kinetic | 0.46% of 360,000 active; also: potency is read from the fitted curve at half-maximal effect; % is scaled to controls: 0 for no effect and ±100 for the full control effect; nearly all actives have a fitted effect of over 55% in size
#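 Fluorescence dequenching readout, ex 525 nm/em 598 nm, kinetic mode: forked duplex DNA (100 nM final) with adjacent fluorophore and quencher unwound by WRN (20 nM final) with 2 mM ATP. Compound preincubation 15 min, room temperature.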
# Numbers without * were called inactive; ? = inconclusive; · = not tested or not shown; [ ] = dose if it differs, or a comment. Unless noted, calls follow the shape of the dose curve; as a rule, active = well fitted curve in the direction sought with a large enough effect; inconclusive = small, poorly fitted or top-dose-only effect, or another doubt; inactive = no such curve, though single readings can be large; an effect the other way counts as inactive or inconclusive.
SMILES,Abeta yeast res,PLK1 PBD block,FUS yeast rescue,EPAC1 antagonist,IL2 activator,EPAC1 ag,PI5P4K alpha inh,WRN inhibitor
COc1cc(/C=C2\SC(=Nc3ccc(Cl)c(C(=O)O)c3)NC2=O)c(Br)c(Br)c1O,16.0%,71.0%[activator],31.5%,?,0.4,22.5%,-106.2*,?
Cc1ccc(/C=N/NC(=O)Cc2c[nH]c3ccccc23)c(C)c1,-1.3%,-3.1%,28.8%,-12.9%,-0.6,2.1%,-0.3,0.8%
Cc1ccc2c(c1)C1CN(C)CCC1N2S(=O)(=O)c1ccc(C#N)cc1 (stereo unspecified),-17.8%,-21.2%,-2.9%,-11.1%,1.3,3.8%,0.8,-0.6%
Cc1ccc(S(=O)(=O)NCC[C@@]2(C)C3CCC2(C)C(=O)C3)cc1 (stereo partly specified),-6.9%,-4.0%,-6.3%,4.0%,-1.6,-10.0%,3.4,-0.6%
CCOc1ccc(C(c2c(NC(=O)c3ccco3)sc(C)c2C)N2CCOCC2)cc1 (stereo unspecified),-26.9%,-2.4%,38.1%,-7.3%,-0.7,-8.1%,12.5,-14.1%
CCOC(=O)c1ccc(NC(=O)C2CCCN(S(=O)(=O)c3cnc[nH]3)C2)cc1 (stereo unspecified),18.4%,-3.9%,-13.1%,1.1%,-2.1,1.8%,8.7,-6.8%
O=C(CCc1ccccc1)Nc1ccnn1C1CCN(C/C=C/c2ccccc2)CC1,10.3%,-7.7%,25.2%,-5.7%,-0.5,-2.6%,0.4,-2.2%
O=C1COc2c1ccc(O)c2O,-9.5%,-19.4%,15.0%,-5.3%,1.4,-0.3%,-29.6,-6.7%[11.6 µM]
O=c1[nH]nc(N2CCOCC2)c(=O)[nH]1,15.4%,4.74µM*,0.9%,2.7%,-4.5,-3.5%,?,3.2%
O=C(Nc1ccc(OC(F)(F)F)cc1)c1ccc(S(=O)(=O)N2CCOCC2)o1,-18.0%,-8.5%,32.5%,-3.7%,-0.6,5.6%,-8.2,-0.7%
O=[N+]([O-])c1ccc(CN2CC(N3CCN(CCO)CC3)CS2(=O)=O)cc1 (stereo unspecified),1.5%,-2.3%,-22.9%,13.0%,0.3,-11.1%,-6.7,4.3%
COC1=CC(=O)C(C2CC(=O)c3c(O)cc(O)cc3O2)=CC1=O (stereo unspecified),12.6%,4.23µM*,·,?,-3.6,-3.5%,?,28.2µM*
CCOC(=O)N1CCN(C(=O)CCSc2ccccc2)CC1,18.1%,0.1%,4.3%,-4.0%,5.1,-1.4%,-0.5,-0.8%
COc1ccc(/C(O)=C/c2nc3ccc(C(=O)NCCc4cccc(C)c4)cc3[nH]c2=O)cc1OC,1.7%,-2.8%,·,-11.5%,-0.6,-6.7%,-2.0,0.3%
N#Cc1ccc(-c2csc(NC(=O)C3CC3)n2)cc1,7.9%,2.6%,9.2%,-3.1%,-3.3,1.6%,1.9,0.6%
N=C1/C(=C\c2ccc(SCc3ccccc3)o2)C(=O)N=C2SC(CC(=O)N3CCOCC3)=NN12,14.7%,?,21.9%,-4.7%,-0.6,-2.3%,-28.2,-12.8%
COc1ccc2nc(NC(=O)CS(=O)(=O)c3ccc(C)cc3)sc2c1,-12.4%,2.9%,-11.6%,-26.4%,0.7,4.2%,-1.5,-6.5%[57.1 µM]
O=C(Nc1ccc(S(=O)(=O)N2CCc3ccccc32)cc1)C(F)(F)F,?,0.3%,24.9%,-20.2%,-0.5,5.2%,13.0,-8.6%
O=C(CSc1nnc2ccccn12)N1CCc2ccccc21,-15.4%,-17.2%,10.5%,-19.5%,0.6,11.4%,10.5,-5.8%
Cc1ccc(C(=O)NC(=S)N2CCN(c3ccccc3F)CC2)cc1,7.0%,2.0%,21.7%,20.0%,-0.9,-16.1%,2.3,-26.2%[57.1 µM]
CCC(=O)NC(=S)Nc1cccc(C(C)=O)c1,0.1%,-12.8%,-0.8%,-8.1%,-0.2,5.7%,-2.9,-21.6%
COc1ccc(OC)c(S(=O)(=O)NC(=O)C2(C)CCN2C(=O)C2(c3ccc(Cl)cc3)CC2)c1 (stereo unspecified),-2.6%,-11.1%,22.4%,-7.8%,-0.5,2.6%,-26.9,11.8%[57.1 µM]
CCc1cccc(NC(=O)C2CCCN2S(=O)(=O)c2ccc3c(c2)CC(C)N3C(C)=O)c1 (stereo unspecified),17.6%,-2.4%,14.0%,-2.4%,0.0,-1.6%,-1.4,4.0%
O=C(Cc1ccc(Br)cc1)NCCN1CCOCC1,-0.4%,-7.1%,-3.1%,-3.0%,-0.2,4.8%,-0.3,-3.5%
C=CCCCOc1ccc(C(=O)O)cc1,-15.3%,-1.6%,9.2%,5.7%,1.4,-4.2%,·,5.9%

# (cont.)
SMILES,Abeta yeast res,PLK1 PBD block,FUS yeast rescue,EPAC1 antagonist,IL2 activator,EPAC1 ag,PI5P4K alpha inh,WRN inhibitor
O=C1CCc2cc(S(=O)(=O)N3CCN(c4ccccc4)CC3)cc3c2N1CCC3,18.2%,-2.3%,-9.8%,7.4%,-2.9,1.3%,-1.3,12.0%
CCNC(=O)C12CCC(C)(C(=O)O1)C2(C)C (stereo unspecified),3.4%,-19.6%,-13.8%,-1.9%,-2.8,3.4%,-0.4,-4.5%
COc1ccccc1NC(=O)NS(=O)(=O)c1ccc(C)cc1,10.4%,-3.6%,-11.2%,2.4%,4.4,-7.2%,0.8,1.5%
COc1cccc(-n2c(N)c(C(=O)Nc3c(C)n(C)n(-c4ccccc4)c3=O)c3nc4ccccc4nc32)c1,-8.9%,-0.6%,13.5%,-28.6%,2.3,-4.0%,3.2,-4.8%
CCOc1cc(S(=O)(=O)Nc2ccc(Cl)cn2)ccc1Cl,-24.5%,-25.0%,-6.1%,2.6%,0.0,0.5%,9.9,-4.9%
COc1ccc(CNCC(O)(c2ccc(Cl)cc2)c2ccc(Cl)cc2)cc1,12.3%,0.2%,24.9%,1.3%,-2.7,10.3%,8.2,-2.5%
CC(C)C[C@H]1CNC(=S)N1C[C@H]1CCCN1C[C@H](Cc1ccccc1)N1C[C@H](Cc2ccc(O)cc2)N(CCc2ccccc2)C1=S,10.0%,-10.9%,?,-11.4%,0.1,7.6%,-1.6,-20.3%
O=C(NC1CCCc2ccccc21)c1ccccc1 (stereo unspecified),-26.6%,1.2%,·,-29.3%,-2.1,-16.8%,0.8,-8.3%
Cc1cccc(-n2c(C)nc3ccsc3c2=O)c1,-1.0%,-12.7%,9.2%,-11.6%,-3.4,-6.7%,5.1,6.6%
COc1cc(OC)cc(-c2cc3cc(F)ccc3cn2)c1,-23.8%,-2.4%,3.8%,-2.1%,-0.4,6.2%,4.0,-1.8%
Cc1ccc(S(=O)(=O)N2CCN(C3CCN(Cc4ccccc4)CC3)CC2)cc1,-12.8%,-6.3%,13.9%,3.4%,0.9,4.6%,·,-2.7%
Cc1cc(C)c(S(=O)(=O)N(C)Cc2cnn(C)c2)c(C)c1,10.5%,0.3%,-2.0%,7.3%,-2.5,-3.1%,0.6,2.7%
CCOc1cc(C(=O)N(C)CC(=O)Nc2cccc(F)c2)ccc1OCC(=O)N1CCOCC1,6.6%,-1.6%,1.2%,3.5%,-0.5,-0.7%,8.0,0.1%
CN(C)/C=N/c1nc(Sc2ccc(C(F)(F)F)cc2[N+](=O)[O-])n[nH]1,-8.4%,-4.7%,-2.4%,-17.8%,0.6,2.8%,10.6,-23.2%
CNC(=O)NC(=O)C(C)Oc1ccccc1F (stereo unspecified),12.9%,-7.7%,-2.5%,-24.7%,2.1,0.3%,-6.5,2.7%
CCOC(=O)C1CCN(C(=O)CCC2CCCC2)CC1,-6.1%,-12.3%,-7.6%,-3.2%,0.4,6.2%,-1.4,7.0%
Cc1cccc(C)c1NC(=O)CS(=O)CC(=O)Nc1ccc(N2CCOCC2)cc1 (stereo unspecified),-5.7%,-16.7%,2.7%,-25.4%,-0.4,-2.4%,-3.6,-1.9%
CCC1C(C#N)=C(SCC(N)=O)NC2=C1C(=O)CC(C)(C)C2 (stereo unspecified),7.8%,26.7µM*,-3.6%,12.2%,0.3,-0.1%,-9.5,-6.0%
CCc1ccc2[nH]c(=O)c(C(c3nnnn3CC3CCCO3)N3CCCc4ccccc43)cc2c1 (stereo unspecified),21.0%,-1.7%,15.8%,-8.4%,-1.7,7.3%,·,-2.2%
CC(NC(=O)c1ccc(NC(=O)CC2SC(N3CCCC3)=NC2=O)cc1)c1ccccc1 (stereo unspecified),-8.7%,-3.2%,4.2%,-7.8%,0.4,-4.9%,-3.2,-5.2%
O=C(CSc1nc2ccccc2s1)Nn1cnnc1,-19.7%,?,7.9%,27.9%,0.2,2.3%,1.1,-13.6%
O=C(CSc1nnc(-c2ccccc2)n1Cc1ccco1)Nc1ccc(S(=O)(=O)N2CCCC2)cc1,2.3%,2.6%,?,-16.2%,-3.4,14.4%,·,-12.8%
COCCCNC(=O)CCn1c(=O)c2ccccc2n(CC(=O)NCCc2ccc(OC)c(OC)c2)c1=O,2.6%,-24.7%,-65.3%[inhibitor],-20.0%,-2.5,-11.7%,-1.9,-9.6%
CC(C)(C)SCCNC(=O)c1ccc(NS(C)(=O)=O)cc1,-10.1%,-6.0%,-9.3%,1.6%,1.0,3.7%,·,-12.4%
COc1ccc(OCCN2CCN(C(=O)c3ccc(OC(F)F)c(OC)c3)CC2)cc1,1.6%,-3.4%,12.7%,8.9%,-0.3,-2.6%,2.1,7.4%
O=C(NNC(=O)C1CCN(C(=O)Nc2ccccc2)CC1)c1ccc(F)cc1,-5.5%,-5.3%,8.8%,5.9%,0.3,-16.5%,0.9,14.1%
COc1ccc(C(C)NC(=O)c2ccccc2)cc1 (stereo unspecified),-6.8%,-4.8%,2.2%,0.5%,-0.9,5.9%,·,-6.5%
Cc1oc(-c2ccccc2F)nc1CS(=O)(=O)CC(=O)N1CCc2ccccc21,-3.7%,-9.2%,-17.2%,-3.7%,-3.6,14.3%,-17.9,-1.1%
Clc1ccc(CNCc2cccs2)cc1Cl,1.6%,5.2%,9.2%,6.6%,1.4,8.9%,-3.6,-11.2%

# This is a random part of the collection. Share with any hit: about 4.1%.
